# GPR151 activ: activators of human GPR151, primary screen, cell-based, PathHunter beta-arrestin, luminescence. G-protein coupled receptor 151 (Homo sapiens), Q8TDV0. actives 1% (n = 650,000). PathHunter beta-arrestin GPR151 cells. activation, % at 11.2 µM; in the data active = activation above about 4.9%;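 also: 0% = median of compound wells and 100% = cells with positive control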
# Target sequence (Q8TDV0 whole entry, looked up): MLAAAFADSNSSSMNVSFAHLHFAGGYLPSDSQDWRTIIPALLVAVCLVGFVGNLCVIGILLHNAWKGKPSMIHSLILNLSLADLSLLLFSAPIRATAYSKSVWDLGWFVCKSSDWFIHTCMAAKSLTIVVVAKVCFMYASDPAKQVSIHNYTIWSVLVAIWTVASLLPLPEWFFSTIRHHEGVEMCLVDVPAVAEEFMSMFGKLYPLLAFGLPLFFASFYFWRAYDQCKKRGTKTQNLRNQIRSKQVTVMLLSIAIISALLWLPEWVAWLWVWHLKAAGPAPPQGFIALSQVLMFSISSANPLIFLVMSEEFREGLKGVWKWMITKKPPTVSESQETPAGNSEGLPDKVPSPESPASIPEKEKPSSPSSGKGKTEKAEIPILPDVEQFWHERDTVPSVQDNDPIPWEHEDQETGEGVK
# FBW7 activator: FBW7 E3 ligase activators, primary screen, biochemical, AlphaScreen, human. F-box/WD repeat-containing protein 7 (Homo sapiens), Q969H0. AlphaScreen FBW7–phospho-cyclin E peptide binding, activator screen. normalized activity (activation), % at 26.1 µM. actives 0.13% (n = 650,000); in the data active = normalized activity above about 1.9%;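 also: purified mutant Fbw7 with reduced substrate affinity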
# TEAD-YAP inh: TEAD-YAP interaction inhibition, primary screen, TEAD-YAP interaction inhibitor project, luminescence, HEK-TIYL cells. TEAD-Gal4/YAP UAS-luciferase luminescence. inhibition, % at 9.12 µM. actives 1.4% (n = 640,000). AID 1259422, 2018; in the data active = inhibition above about 32%;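 also: 0% = median of test compound wells and 100% = reference inhibitor wells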
# MITF inh: MITF inhibitors, primary screen, biochemical, AlphaScreen, human. actives 0.91% (n = 650,000). inhibition, % at 2.6 µM. AlphaScreen MITF homodimerization, bead proximity signal. Microphthalmia-associated transcription factor (Homo sapiens), O75030; in the data active = inhibition above about 50%;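 also: 0% = vehicle wells with protein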
# Target sequence (O75030 whole entry, looked up): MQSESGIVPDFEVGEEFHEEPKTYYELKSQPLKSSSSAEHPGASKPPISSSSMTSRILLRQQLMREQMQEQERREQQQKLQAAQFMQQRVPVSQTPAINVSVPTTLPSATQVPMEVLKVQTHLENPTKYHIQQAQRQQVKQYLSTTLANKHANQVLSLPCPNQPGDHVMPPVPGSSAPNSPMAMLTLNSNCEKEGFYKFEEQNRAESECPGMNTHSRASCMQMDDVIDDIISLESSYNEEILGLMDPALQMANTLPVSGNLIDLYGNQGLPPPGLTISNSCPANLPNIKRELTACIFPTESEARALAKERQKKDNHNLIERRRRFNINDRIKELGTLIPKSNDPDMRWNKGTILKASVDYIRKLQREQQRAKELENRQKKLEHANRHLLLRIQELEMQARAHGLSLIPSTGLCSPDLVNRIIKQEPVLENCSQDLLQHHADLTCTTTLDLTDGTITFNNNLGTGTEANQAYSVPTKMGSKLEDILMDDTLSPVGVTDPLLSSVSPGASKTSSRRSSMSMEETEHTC
# Starred values were filed as active, the others as inactive.
# Values run as follows: GPR151 activ	FBW7 activator	TEAD-YAP inh	MITF inh
CC(C)c1ccc(C2CC(=O)NC(SCC(=O)Nc3ccccc3)=C2C#N)cc1 (centres undefined)
→ -0.9	0.2	5	17
Cc1nc(C(=O)O)c(C(=O)O)[nH]1
→ -0.9	-0.1	8	2
Cc1ccc2cc(C#N)c(N3CCCN(C(=O)C4CCCCC4)CC3)nc2c1
→ -0.2	0.1	1	11
Cc1cc(N(CC(=O)N2CCC(C)CC2)S(C)(=O)=O)ccc1Br
→ -1.5	0.3	3	12
COC(=O)[C@@H]1C[C@H](NC(=O)c2cnsn2)CN1Cc1cccc(C)c1
→ -1.3	0.2	19	7
CCc1ccccc1NC1CS(=O)(=O)CC1O (centres undefined)
→ -1.1	0.1	-3	3
Cc1sc2ncn(CC(=O)O)c(=O)c2c1-c1ccc(Cl)cc1
→ 0.0	0.4	0	-3
N/C(Cc1cccc2ccccc12)=N\OC(=O)Cc1cccs1
→ -0.4	0.2	-42	12
Cc1cccc(/C=C2\N=C(c3ccc(Br)cc3)OC2=O)c1
→ 0.3	0.6	2	-7
Cc1ccccc1CN1C(=O)CSc2ccc(C(=O)NCc3ccccc3Cl)cc21
→ -0.5	0.1	5	6
Nc1c(C(=O)NCCc2ccccc2)nnn1Cc1ccccc1
→ -0.3	0.0	-8	-5
CCC(=O)Nc1c2c(nn1-c1ccc(Oc3ccccc3)cc1)CSC2
→ -0.3	-0.1	-11	-2
COc1ccc(/C=C/C(=O)NC(=S)N2CCSCC2)cc1
→ 4.1	-0.2	-14	6
COC(=O)c1c(OCc2cccnc2)cc(=O)n2c1CCN(CC=C(C)C)CC2
→ 1.3	-0.1	-24	0
Cc1ccc(CSCC(=O)Nc2c(C)n(C)n(-c3ccccc3)c2=O)cc1
→ 0.3	0.1	18	9
COC(=O)C(NC(=O)Nc1ccc(Cl)cc1)c1ccccc1 (centres undefined)
→ -0.9	-0.2	-3	-6
O=C(Cc1n[nH]c(=O)c2ccccc12)N/N=C/c1ccccc1F
→ 0.2	-0.1	-2	-6
O=C(CCc1ccccc1)Nc1ncc(Cc2ccccc2)s1
→ -0.9	0.1	49*	8
COc1ccc(OC)c(-c2nnc(SCC(=O)N3CCCC3)o2)c1
→ 1.1	1.5	-12	21
CCOC(=O)N1CCC(NC(=O)c2cc3c(-c4cccc(OC)c4)nn(C)c3s2)CC1
→ -0.5	-0.3	-6	-3
CCCC(=O)N1CCN(S(=O)(=O)c2cc(Cl)ccc2Cl)CC1
→ -1.0	0.0	2	-1
Cc1ccccc1OCc1nc2ccc(-c3cn[nH]c3)cc2c(=O)[nH]1
→ 2.2	0.1	33*	-1
CCOC(=O)C1=C(C)N(c2ccc(Br)cc2)C(=O)/C1=C\c1ccc(Cl)cc1
→ 1.5	0.0	-3	15
COc1ccccc1C1CC(c2ccc(Br)cc2)Nc2ncnn21 (centres undefined)
→ -1.4	0.1	-10	-7
CCOC(=O)N1CCN(C(=O)C2CCN(C(=O)c3ccc(Cl)cc3Cl)CC2)CC1
→ -0.1	0.0	2	13
COc1ccc2c(CNCc3ccc(F)cc3)c(C(=O)O)n(Cc3ccccc3F)c2c1
→ 1.2	-0.1	4	2
Cc1cc(=O)oc(C)c1C(=O)NCc1ccccc1
→ -0.1	0.7	-4	9
Cc1nc2c(-c3cccs3)c(C)nn2c(NCCN(C)C)c1C
→ -0.3	-0.3	-7	5
O=C(CN1C(=O)C2C3C=CC(C3)C2C1=O)OCC(=O)c1ccccc1 (centres undefined)
→ 1.1	0.2	4	-15
Nc1ncc(CN2CCCC(C(=O)Nc3ccc(-c4ccco4)cc3)C2)cn1 (centres undefined)
→ 1.6	0.1	0	7
O=C1NC(=O)N(Cc2ccccc2)C(=O)/C1=C/c1ccccc1[N+](=O)[O-]
→ 2.8	-0.5	8	0
Cc1ccc(Nc2nnc(SCC(=O)NC(C)(C#N)C(C)C)s2)cc1 (centres undefined)
→ 0.2	0.1	-3	-1
CCOC(=O)c1[nH]c(C)c(C(=O)Nc2ccc(CC)cc2)c1C
→ -0.7	-0.1	-5	-6
NC(=O)c1c(NC(=O)CN2C(=O)NC(Cc3ccccc3)C2=O)sc2c1CCC2 (centres undefined)
→ 0.9	0.2	2	-3
CNC(=S)N1CCN(c2ccc([N+](=O)[O-])cc2)CC1
→ -0.4	0.0	-1	0
COc1ccc(/C=C2\SC(=O)NC2=S)cc1OC
→ -1.7	0.0	-4	14
O=C(CN1CCC(c2ccc(F)cc2)CC1)NC1CC1
→ -0.8	-0.1	-4	6
CCc1ccc(-c2csc(NC(=O)c3ccc(S(=O)(=O)N(C)c4ccccc4)cc3)n2)cc1
→ -0.4	0.0	8	14
CCn1c(O)c(C=NCC(c2ccc(OC)cc2)N(C)C)c(=O)n(CC)c1=S (centres undefined)
→ -0.3	-0.1	4	-5
C=CCN1C(=O)/C(=C/c2ccc(OCc3ccc(C(=O)O)cc3)cc2)C(=O)NC1=S
→ -6.2	-0.1	-17	0

# Six successive compounds already listed, for reference:
# Values run as follows: GPR151 activ	FBW7 activator	TEAD-YAP inh	MITF inh
Cc1ccc(Nc2nnc(SCC(=O)NC(C)(C#N)C(C)C)s2)cc1 (centres undefined)
→ 0.2	0.1	-3	-1
CCOC(=O)c1[nH]c(C)c(C(=O)Nc2ccc(CC)cc2)c1C
→ -0.7	-0.1	-5	-6
NC(=O)c1c(NC(=O)CN2C(=O)NC(Cc3ccccc3)C2=O)sc2c1CCC2 (centres undefined)
→ 0.9	0.2	2	-3
CNC(=S)N1CCN(c2ccc([N+](=O)[O-])cc2)CC1
→ -0.4	0.0	-1	0
COc1ccc(/C=C2\SC(=O)NC2=S)cc1OC
→ -1.7	0.0	-4	14
O=C(CN1CCC(c2ccc(F)cc2)CC1)NC1CC1
→ -0.8	-0.1	-4	6

# (more compounds)
# Values run as follows: GPR151 activ	FBW7 activator	TEAD-YAP inh	MITF inh
C=CCNC(=O)CN1CCN(c2ccccc2OCC)CC1
→ 0.3	0.1	5	-15
Cc1ccc2nc(-c3ccc(NC(=O)COc4c(C)ccc(C)c4C)cc3)sc2c1
→ 2.9	-0.6	-22	1
O=C(O)[C@H](Cc1ccccc1)NS(=O)(=O)c1ccc(F)cc1
→ -0.3	0.0	-2	16
O=C(COc1ccccc1[N+](=O)[O-])N/N=C/c1ccco1
→ 0.0	0.1	-12	14
COc1ccc(CCNC(=O)c2cccnc2SCC(=O)Nc2ccc(C(C)C)cc2)cc1OC
→ 0.7	0.2	4	14
CCOC(=O)C1=C(C)N=c2s/c(=C\c3cccc4ccccc34)c(=O)n2C1c1ccc2c(c1)OCO2 (centres undefined)
→ -1.5	0.1	-5	-1
COc1cc(=O)[nH]c(=O)n1C(=O)Cc1ccccc1
→ -0.6	0.6	0	4
COc1cc2nc(Nc3ccccc3)nc(NCc3ccccc3)c2cc1OC
→ -1.4	-0.1	-2	-9
c1ccc2c(c1)ncn2CNC12CC3CC(CC(C3)C1)C2
→ -1.4	-0.1	-2	3
CC(C)(C)NS(=O)(=O)c1ccc(CCC(=O)NCc2ccco2)cc1
→ -0.4	0.0	2	1
COc1ccccc1CNC(=O)C1c2ccccc2C(=O)N2CCc3ccccc3C12 (centres undefined)
→ -0.3	-0.2	-5	-5
Cc1cc(C)n2nc(NCc3ccc(Br)cc3)nc2n1
→ 1.5	0.0	-36	9
CC1=C(C(N)=O)C(c2ccc(O)cc2)n2nc(SCc3ccccc3Cl)nc2N1 (centres undefined)
→ -0.5	0.0	0	16
O=C(NCc1ccco1)/C(=C/c1cccc([N+](=O)[O-])c1)NC(=O)c1ccc(Br)cc1
→ 2.0	0.1	3	-2
CC(C)CNc1nccn2c(-c3ccc(N4CCOCC4)cc3)cnc12
→ 2.5	-0.1	-3	16
Cc1ccc(C(=O)COC(=O)c2cccc(Cl)c2)cc1[N+](=O)[O-]
→ -0.1	-0.2	7	-3
Cc1c(Cl)cccc1-n1ncnc1-c1ccc(Br)cc1
→ 0.3	0.4	-5	-25
COC(=O)/C(=N/O)c1c[nH]c2ccccc12
→ -0.4	0.2	9	12
O=C(c1ccc(Br)cc1)N1N=C(c2ccccc2)CC1c1cn(-c2ccccc2)nc1-c1ccccc1 (centres undefined)
→ 0.3	-0.1	0	-3
CCCCc1ccc(NC(=O)COC(=O)c2cc(O)[nH]c(=O)c2)cc1
→ 0.2	-0.1	18	5
O=C(CSc1nc2ccccc2o1)NCC12CC3CC(CC(C3)C1)C2
→ -1.0	0.1	-4	3
CCCCOc1ccc(C(=O)N/C(=C\c2cccc(Cl)c2Cl)C(=O)N2CC3CC(C2)c2cccc(=O)n2C3)cc1 (centres undefined)
→ 0.5	0.1	7	14
Fc1ccc(C2C=C(c3ccc(F)cc3F)Nc3nnnn32)cc1 (centres undefined)
→ 0.7	-0.1	-10	-1
Cc1ccccc1NC(=O)c1ccc(N2C(=O)C3CCC(C)CC3C2=O)cc1 (centres undefined)
→ -1.5	0.0	1	1
C#CCSc1nnc(Cn2c(=O)sc3ccccc32)n1-c1ccccc1C
→ 0.4	-0.2	6	9
CCC(=O)N(CC)C1=C(O)c2ccccc2C(=O)C1=O
→ 0.2	-0.1	-10	3
COc1ccc(C(=O)N/C(=C/c2ccccc2Cl)C(=O)NC(CC(C)C)C(=O)O)cc1 (centres undefined)
→ 0.6	0.1	7	0
CC1(C)CC2(CC(c3ccccc3Cl)Oc3cc(O)c(Cl)cc32)NC(=S)N1 (centres undefined)
→ -0.3	-0.1	6	6
Cc1c(Cl)cccc1NC(=O)CSC(N)=O
→ 0.7	0.0	10	-9
O=C1c2ccccc2C(=O)N1CCC(=O)N1CCc2ccccc21
→ 2.9	0.1	-3	-9
O=C(CC1CCCC1)Nc1cccc(N2CCC(NCc3cccnc3)CC2)c1
→ -1.3	-0.1	-12	-2
Oc1ccc(CCNc2ncnc3nc(Nc4cnccn4)[nH]c23)cc1
→ -1.2	-0.1	4	14
CN(C)CCCN(C(=O)C1COc2ccccc2O1)c1ccc(-c2cn[nH]c2)cc1C(N)=O (centres undefined)
→ 0.0	0.0	1	2
COc1ccc(NC2=C(Cl)C(=O)OC2OC(=O)c2ccc(C)cc2)cc1 (centres undefined)
→ 0.2	-0.3	-5	-10
C=CCN1C(=O)/C(=C/c2ccccc2)SC1=Nc1cccc([N+](=O)[O-])c1
→ 0.2	0.3	-1	16
CCN(CC)CCCn1c(-c2ccccc2)cn2c3ccccc3nc12
→ 0.2	0.3	6	-1
COCCn1c(SCC(=O)Nc2ccc(C)cc2C)nc2c(c1=O)SC(C)C2 (centres undefined)
→ -0.3	-0.1	-3	-1
CCC(c1n[nH]c(=S)n1-c1ccc(OC)cc1)N(C)C (centres undefined)
→ -0.2	0.1	-3	-11
O=c1[nH]c(-c2ccccc2)nc2c1C1(CCCCC1)Cc1ccccc1-2
→ 0.6	0.1	-4	-10
COc1ccc(N2C(=O)CC(N3CCN(c4ccccc4Cl)CC3)C2=O)cc1 (centres undefined)
→ -0.6	0.0	-13	-7
Cc1nn(C)c(C)c1-c1nc(NCc2cccnc2)c2ncn(Cc3ccc(C(F)(F)F)cc3)c2n1
→ -1.6	-0.2	-17	3
O=C1CCCN1CCCNc1nc2ncnc(Nc3ccccc3)c2[nH]1
→ -2.1	-0.1	-4	-10
O=C(O)/C=C\C(=O)N1CCC(N2C(=O)Cc3ccccc32)CC1
→ -0.5	-0.1	6	4
COc1ccc(Oc2ncc(-c3ccc(OC)cc3)cn2)cc1
→ 1.5	0.1	-17	-16
O=C(CSc1ccccc1)Nc1ccc(C(=O)Nc2cccc(O)c2)cc1
→ -0.6	0.9	-17	50
Cc1c(Cl)cccc1NC(=O)NC1(C(F)(F)F)Oc2ccccc2O1
→ 0.8	0.0	-10	5
Nc1nc(NC2CCN(Cc3ccccc3)CC2)cc(N2CCOCC2)n1
→ 0.1	-0.1	1	1
O=C(Nc1ccc2c(c1)OCCO2)c1ccc(Br)c(S(=O)(=O)N2CCOCC2)c1
→ 1.6	0.4	1	19
C=CCn1c(SCCO)nc2c1c(=O)[nH]c(=O)n2C
→ 0.5	0.1	4	-11
O=C(CSc1nnc2scc(-c3ccccc3)n12)N=C1NC(=O)CS1
→ -1.2	-0.2	2	-6
Cc1cc(C)cc(N(C(=O)c2csnn2)C(C(=O)NC(C)(C)C)c2ccccn2)c1 (centres undefined)
→ -0.2	-0.1	4	2
COC(=O)c1ccc(-c2ccco2)n1CC(=O)NC(C)C
→ -0.9	-0.2	-2	-2
COc1ccc(Oc2c(C(F)(F)F)oc3cc(OCc4ccccc4)ccc3c2=O)cc1
→ 0.1	0.9	5	4

# One compound at a time (already shown). Values in the order: GPR151 activ	FBW7 activator	TEAD-YAP inh	MITF inh
# C=CCn1c(SCCO)nc2c1c(=O)[nH]c(=O)n2C in the list: 0.5	0.1	4	-11
# Nc1nc(NC2CCN(Cc3ccccc3)CC2)cc(N2CCOCC2)n1 in the list: 0.1	-0.1	1	1
# O=C(CSc1nnc2scc(-c3ccccc3)n12)N=C1NC(=O)CS1 in the list: -1.2	-0.2	2	-6
# Cc1c(Cl)cccc1NC(=O)NC1(C(F)(F)F)Oc2ccccc2O1 in the list: 0.8	0.0	-10	5

# Screening data: PubChem BioAssay, The Scripps Research Institute Molecular Screening Center
